Assay outcomes (PubChem BioAssay)
Menin-MLL TR inh = menin-MLL binding inhibition, Texas Red mutant peptide; 270,000 tested, 0.23% active; AID 1768; O00255; Potency, µM (highest dose often 61.6 µM), inactives show top-dose FP activity change, negative = inhibition, most hits filed as inhibitors; Menin + Texas Red MLL mutant peptide, fluorescence polarization; active = well fitted inhibition curve with a large enough effect in the polarisation, with a control signal flat, not every such curve was filed as active; inconclusive = small, poorly fitted or top-dose-only effect, or effect the other way, or a change in a side signal; inactive = no such curve, though single readings can be large or run the other way; the % refers to the polarisation; also: potency is read from the fitted curve at half-maximal effect; % of control where 0% means no effect; many of its hits are not listed in these tables
CXXC DNA block = MLL CXXC-DNA interaction inhibition; Q03164; MLL-CXXC / FITC-HOXA9 DNA fluorescence polarization; Potency, µM (top dose mostly 115 µM), without a hit: at the top dose activity change, negative = inhibition, most hits filed as inhibitors; 290,000 tested, 0.037% active; AID 2662; active = well fitted inhibition curve with a large enough effect in the polarisation, with a control signal flat, not every such curve was filed as active; inconclusive = small, poorly fitted or top-dose-only effect, or effect the other way, or a change in a side signal; inactive = no such curve, though single readings can be large or run the other way; the % refers to the polarisation; also: potency is read from the fitted curve at half-maximal effect
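Fluorescence polarization: 7 uM MLL-CXXC (stock) preincubated 5 min with compounds, then 50 nM fluorescein-HOX-A9 DNA (stock) added; 30 min ambient. Buffer 50 mM Tris-HCl pH 7.5, 50 mM NaCl, 1 mM DTT, 0.05% BSA.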
B2AR arrestin = beta2AR (human) beta-arrestin recruitment activity | 330,000 tested, 0.02% active | beta-arrestin recruitment to beta2AR, cell-based reporter | AID 492947 | Potency, µM (highest dose often 46.1 µM), for the others: top-dose activation, hits mostly activators;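 also: potency is read from the fitted curve at half-maximal effect; 0% = DMSO controls and full agonism = EC100 isoproterenol or metaproterenol; nearly all actives have a fitted effect of over 65% in size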
USP2a inh = blocks human ubiquitin-specific protease USP2a | 330,000 tested, 0.01% active | Potency, µM (highest dose often 38.3 µM), for the others: at the top dose activity change, negative = inhibition, most hits filed as inhibitors | USP2 core, Ub-CHOP2 coupled fluorogenic reporter, 485/531 | AID 463254;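 also: potency is read from the fitted curve at half-maximal effect; plate controls were DMSO wells for no effect and full inhibition by NEM control for full effect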
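Deubiquitinase activity read as fluorescence (485/531 nm) after Ub-CHOP2 cleavage activates the enterokinase reporter on its substrate; USP2 core 10nM, Ub-CHOP2 and substrate 25nM each, 30min compound preincubation then 60min RT; data normalized to NEM, curves fitted.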
TRPV1 agonist = agonists of human vanilloid receptor 1 (TRPV1). Q8NER1. TRPV1-expressing cells, Fluo-8 calcium influx, agonist mode. activation, % at 8.33 µM. 320,000 tested, 0.19% active. AID 540275; in the data active = activation above about 80%; inconclusive = between about 30% and that limit; also: 0% is about no effect
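Cells expressing TRPV1 were dye-loaded with Fluo-8 and read kinetically: 10 s baseline, 3 min after compound (agonist portion), then 2 min after EC20 capsaicin (allosteric enhancer portion). Calcium-bound dye fluorescence at 480/520 nm.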
Giardia killer = Giardia lamblia killing; AID 540267; 340,000 tested, 0.15% active; activity change, % at 7.66 µM, hits read low; Giardia lamblia trophozoite viability; in the data active = activity change below about -80%; inconclusive = between about -30% and that limit;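 also: parasites exposed to compound for two days anaerobically before the ATP read; % is scaled to controls: 0 for no effect and ±100 for the full control effect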
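Luminescence from cellular ATP indicates surviving trophozoites (100 cells/well) following 48 hrs anaerobic compound treatment at 37 deg C; signal develops 15-30 min at room temperature.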
PKM2 activator = increases activity of human pyruvate kinase M2; Potency, µM (titrated, usually from 57.5 µM), without a hit: at the top dose activation, most hits filed as activators; 260,000 tested, 0.34% active; P14618; purified PKM2, Kinase-Glo ATP luminescence, activation; response scale: 0% is enzyme alone, no compound; AID 1631; also: potency is read from the fitted curve at half-maximal effect; % is scaled to controls: 0 for no effect and ±100 for the full control effect; nearly all actives have a fitted effect of over 55% in size
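Purified hPK-M2 (>95%) run at intermediate activity with 0.1 mM ADP and 0.5 mM PEP in 50 mM imidazole pH 7.2, KCl, MgCl2; 1 h room temperature. ATP formed read by Kinase-Glo luminescence; normalized to uninhibited and no-enzyme controls.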
GALK inh = inhibitors of human galactokinase | 270,000 tested, 0.007% active | Potency, µM (titrated, usually from 57.5 µM), for the others: top-dose activity change, negative = inhibition, hits mostly inhibitors | Purified GALK, Kinase-Glo residual ATP luminescence | P51570; also: potency is read from the fitted curve at half-maximal effect; % is scaled to controls: 0 for no effect and ±100 for the full control effect
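ATP-depletion format; final 35 uM ATP, 100 uM D-galactose, 5 nM enzyme; pH 8.0 HEPES/Mg2+ buffer; 60 min RT; luminescence read 10 min after detection reagent.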
KCNH2 WT inh = blocks the wildtype human KCNH2 potassium channel. Q12809. U2OS, BacMam KCNH2, thallium flux FluxOr; stronger effect = lower value. activity change, % at 1.84 µM. 340,000 tested, 0.37% active. AID 720551;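 active = maximum activity change below -70%; inconclusive = maximum activity change between -70% and -50%; inactive = maximum activity change above -50%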; also: % is scaled to controls: 0 for no effect and ±100 for the full control effect
Target sequence (Q12809 whole entry, looked up): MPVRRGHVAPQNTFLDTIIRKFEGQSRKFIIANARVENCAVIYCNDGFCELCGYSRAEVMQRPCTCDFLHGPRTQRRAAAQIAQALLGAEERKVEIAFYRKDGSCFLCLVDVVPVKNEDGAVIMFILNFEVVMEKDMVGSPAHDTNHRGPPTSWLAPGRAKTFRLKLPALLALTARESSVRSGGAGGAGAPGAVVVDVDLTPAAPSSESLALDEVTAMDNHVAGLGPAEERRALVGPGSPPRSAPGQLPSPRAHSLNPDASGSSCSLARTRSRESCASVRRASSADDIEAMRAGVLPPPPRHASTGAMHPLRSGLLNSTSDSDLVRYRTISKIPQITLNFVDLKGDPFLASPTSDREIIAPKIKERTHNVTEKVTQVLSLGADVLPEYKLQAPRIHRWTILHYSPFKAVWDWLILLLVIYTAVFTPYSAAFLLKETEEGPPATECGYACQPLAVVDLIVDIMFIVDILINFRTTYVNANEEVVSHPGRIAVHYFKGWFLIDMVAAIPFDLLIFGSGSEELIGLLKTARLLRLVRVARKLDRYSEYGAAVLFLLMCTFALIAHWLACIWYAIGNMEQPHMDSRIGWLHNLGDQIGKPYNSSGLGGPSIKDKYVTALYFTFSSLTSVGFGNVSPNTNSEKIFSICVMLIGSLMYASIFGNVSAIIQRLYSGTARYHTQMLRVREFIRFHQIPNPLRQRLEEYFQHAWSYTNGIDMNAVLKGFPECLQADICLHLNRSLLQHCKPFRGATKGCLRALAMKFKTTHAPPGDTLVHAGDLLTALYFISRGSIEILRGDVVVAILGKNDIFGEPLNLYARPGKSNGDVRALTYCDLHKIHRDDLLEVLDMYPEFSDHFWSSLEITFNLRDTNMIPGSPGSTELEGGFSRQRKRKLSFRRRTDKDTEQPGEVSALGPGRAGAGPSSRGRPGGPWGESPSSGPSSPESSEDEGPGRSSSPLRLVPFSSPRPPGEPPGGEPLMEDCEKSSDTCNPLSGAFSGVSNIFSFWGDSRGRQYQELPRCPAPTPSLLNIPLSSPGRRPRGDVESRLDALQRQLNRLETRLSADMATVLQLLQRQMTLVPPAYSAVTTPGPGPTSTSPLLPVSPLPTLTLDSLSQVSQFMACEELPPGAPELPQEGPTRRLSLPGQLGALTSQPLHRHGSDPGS
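U2OS cells were transduced with wild-type KCNH2 virus (2.03 x 10^8 / mL) for 4 h at room temperature, then cultured overnight at 37 C. Thallium flux was read with FluxOr dye. Rate constants were normalized to DMSO controls.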
Coupling enz = inhibits coupling enzyme system, counter-screen for aldolase hits. coupling enzyme system counterscreen, AmpLite Red fluorescence. activity change, negative = inhibition, % at 58.2 µM, hits read low. 290,000 tested, 0.67% active. AID 2472; in the data active = activity change below about -30%; also: % is scaled to controls: 0 for no effect and ±100 for the full control effect
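Coupling enzymes only (glyceraldehyde-3-phosphate) + compound, at 57.5 uM final, 10 min RT; add substrate/coupling/AmpLite Red mix, 20 min RT; fluorescence ex 525/em 598 nm. Actives flag coupling-system interference.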
KCNH2 3.1 inh = KCNH2 3.1 (human) potassium channel inhibition; U2OS KCNH2 3.1, thallium flux FluxOr; stronger effect = lower value; activity change, % (tested at about 1.8 µM); 340,000 tested, 0.95% active;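 active = maximum activity change below -70%; inconclusive = maximum activity change from -70% to -50%; inactive = maximum activity change above -50%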;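 also: thallium influx rate constant from kinetic fluorescence after stimulation buffer; % is scaled to controls: 0 for no effect and ±100 for the full control effect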
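Measured as rate of thallium-driven FluxOr signal in transduced U2OS cells carrying the 3.1 channel, read kinetically for 2 min upon stimulation; values are rate constants scaled to DMSO control wells.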
* hit, by the source's call; ? = inconclusive; . = no result given; [ ] = another dose, or the depositor's remark. Unless noted, calls follow the shape of the dose curve; as a rule, active = well fitted curve in the direction sought with a large enough effect; inconclusive = small, poorly fitted or top-dose-only effect, or another doubt; inactive = no such curve, though single readings can be large; an effect the other way counts as inactive or inconclusive. Only part of the results is shown (hit frequency here may not be typical).

Letters: A = Menin-MLL TR inh; B = CXXC DNA block; C = B2AR arrestin; D = USP2a inh; E = TRPV1 agonist; F = Giardia killer; G = PKM2 activator; H = GALK inh; I = KCNH2 WT inh; J = Coupling enz; K = KCNH2 3.1 inh
Cc1occc1C(=O)Nc1cccc(Cl)c1Cl
  A = 9.9%	B = 1.1%	C = 0.3%	D = -0.1%	E = 7.0	F = 20.6	G = -2.9%	H = 0.3%	I = 22.3	J = 0.1	K = 3.9
Cc1ccc(N=C(NOC(=O)c2ccccc2)c2nonc2N)c(C)c1
  A = 8.9%	B = 57.6%[activator]	C = -0.2%	D = -2.5%	E = 27.6	F = -7.0	G = -1.5%	H = 1.8%	I = -5.7	J = -4.3	K = 7.8
O=C(c1cccc2ccccc12)C1CCCN(C(=O)C2CCOCC2)C1 (stereo not given)
  A = .	B = -6.5%	C = -0.4%	D = -0.1%	E = 2.9	F = 18.6	G = 7.6%	H = 0.7%	I = 1.2	J = -2.7	K = 3.4
CSc1nc2ccc(NC(=O)c3c(F)cccc3F)cc2s1
  A = 12.3%	B = -2.9%	C = -0.5%	D = -0.5%	E = 18.1	F = -5.6	G = 3.6%	H = 2.2%	I = -5.5	J = -6.2	K = -14.9
COc1ccc(C(=O)NC(C(=O)NCC2CCCO2)C(C)C)cc1 (stereo not given)
  A = -18.4%	B = -3.0%	C = -0.2%	D = 0.3%	E = 1.7	F = -19.5	G = 3.9%	H = -1.4%	I = 0.7	J = 4.2	K = 8.9
Cc1ccc(SC(C)C(=O)Nc2ccccc2C(=O)N2CCOCC2)cc1 (stereo not given)
  A = -34.9%	B = 6.0%	C = -0.8%	D = 0.6%	E = -4.2	F = 11.7	G = -2.7%	H = -4.2%	I = -3.0	J = 1.2	K = -14.0
Cc1c(-c2ccc(Br)cc2)[n+](=O)c2c(n1[O-])CCCC2
  A = -8.5%	B = ?	C = 0.2%	D = 0.8%	E = -4.0	F = 4.3	G = -3.9%	H = -2.3%	I = -0.4	J = 3.4	K = 9.0
COc1ccc(-c2csc(NC(=O)c3ccc(N4C(=O)CCC4=O)cc3)n2)cc1
  A = -9.0%	B = -0.2%	C = -0.1%	D = -0.3%	E = 3.1	F = -10.5	G = -6.3%	H = 14.3%	I = .	J = 3.5	K = 11.5
COC(=O)C1CCN(c2cc(=O)n(C3CCCCC3)c(=O)[nH]2)CC1
  A = -11.2%	B = 1.8%	C = 0.1%	D = -1.5%	E = 0.6	F = 6.8	G = -0.9%	H = 2.8%	I = -3.6	J = 1.7	K = 6.9
CC(C)c1ccc(N(CC(=O)NCC2CCCO2)C(=O)Cn2nnc(-c3cccs3)n2)cc1 (stereo not given)
  A = -9.3%	B = -0.9%	C = -0.7%	D = -0.9%	E = 2.3	F = -15.9	G = ?	H = 2.7%	I = 3.7	J = 5.5	K = -2.2

Exported as tab-separated lines: 8 of the compounds above.
compound	Menin-MLL TR inh	CXXC DNA block	B2AR arrestin	USP2a inh	TRPV1 agonist	Giardia killer	PKM2 activator	GALK inh	KCNH2 WT inh	Coupling enz	KCNH2 3.1 inh
O=C(c1cccc2ccccc12)C1CCCN(C(=O)C2CCOCC2)C1 (stereo not given)	.	-6.5%	-0.4%	-0.1%	2.9	18.6	7.6%	0.7%	1.2	-2.7	3.4
CSc1nc2ccc(NC(=O)c3c(F)cccc3F)cc2s1	12.3%	-2.9%	-0.5%	-0.5%	18.1	-5.6	3.6%	2.2%	-5.5	-6.2	-14.9
COc1ccc(C(=O)NC(C(=O)NCC2CCCO2)C(C)C)cc1 (stereo not given)	-18.4%	-3.0%	-0.2%	0.3%	1.7	-19.5	3.9%	-1.4%	0.7	4.2	8.9
Cc1ccc(SC(C)C(=O)Nc2ccccc2C(=O)N2CCOCC2)cc1 (stereo not given)	-34.9%	6.0%	-0.8%	0.6%	-4.2	11.7	-2.7%	-4.2%	-3.0	1.2	-14.0
Cc1c(-c2ccc(Br)cc2)[n+](=O)c2c(n1[O-])CCCC2	-8.5%	?	0.2%	0.8%	-4.0	4.3	-3.9%	-2.3%	-0.4	3.4	9.0
COc1ccc(-c2csc(NC(=O)c3ccc(N4C(=O)CCC4=O)cc3)n2)cc1	-9.0%	-0.2%	-0.1%	-0.3%	3.1	-10.5	-6.3%	14.3%	.	3.5	11.5
COC(=O)C1CCN(c2cc(=O)n(C3CCCCC3)c(=O)[nH]2)CC1	-11.2%	1.8%	0.1%	-1.5%	0.6	6.8	-0.9%	2.8%	-3.6	1.7	6.9
CC(C)c1ccc(N(CC(=O)NCC2CCCO2)C(=O)Cn2nnc(-c3cccs3)n2)cc1 (stereo not given)	-9.3%	-0.9%	-0.7%	-0.9%	2.3	-15.9	?	2.7%	3.7	5.5	-2.2

(continued)
Letters: A = Menin-MLL TR inh; B = CXXC DNA block; C = B2AR arrestin; D = USP2a inh; E = TRPV1 agonist; F = Giardia killer; G = PKM2 activator; H = GALK inh; I = KCNH2 WT inh; J = Coupling enz; K = KCNH2 3.1 inh
COc1ccc(S(=O)(=O)Nc2ccc(S(=O)(=O)N3CCOCC3)cc2)cc1
  A = 5.2%[11.7 µM]	B = -1.4%	C = -0.8%	D = 4.4%	E = .	F = 3.4	G = 14.2%	H = 2.4%	I = -0.3	J = 0.2	K = -2.1
O=S(=O)(c1cccs1)N1CCC2(CC1)OCCO2
  A = .	B = -1.4%	C = -0.2%	D = -1.5%	E = 1.6	F = 5.3	G = 1.1%	H = -1.1%	I = 2.7	J = .	K = -3.4
COc1ccc(-n2c(=O)[nH]cc(C(=O)Nc3ccc4c(c3)OCCO4)c2=O)cc1
  A = 12.6%	B = -3.1%	C = 0.1%	D = 0.3%	E = 9.1	F = -11.6	G = -1.8%	H = -2.0%	I = 10.7	J = 4.8	K = 19.3
CC1=C(C)C(=O)N(c2ccccn2)C1=O
  A = 0.7%	B = -0.1%	C = -0.5%	D = -0.1%	E = 1.9	F = 4.1	G = -4.1%	H = -2.9%	I = 4.0	J = 0.6	K = 0.9
Cc1cc([N+](=O)[O-])ccc1NC(=O)c1ccc(NC(=O)C(C)C)cc1
  A = 29.9%	B = -8.5%	C = -1.0%	D = -0.2%	E = ?	F = 10.4	G = -8.1%	H = -3.2%	I = 14.3	J = 0.6	K = -14.1
Cc1ccc(OCC(=O)NNC(=O)CCc2ccccc2)cc1
  A = ?	B = 15.8%	C = -0.2%	D = 3.5%	E = -2.3	F = -20.7	G = -0.5%	H = -1.7%	I = -10.4	J = 1.1	K = 0.0
COc1ccc(NC(=O)C2CC(c3c(F)cccc3Cl)=NO2)cc1OC (stereo not given)
  A = -6.6%	B = 0.3%	C = -0.2%	D = 2.8%	E = -0.2	F = -1.0	G = 0.2%	H = -0.2%	I = 1.1	J = 3.3	K = -1.1
Cc1cc(C)nc(NS(=O)(=O)c2ccc(NC(=O)CCN3C(=O)c4ccccc4C3=O)cc2)n1
  A = -0.1%	B = 7.0%	C = -1.6%	D = 0.2%	E = 0.5	F = 9.8	G = 11.6%	H = 3.1%	I = -4.3	J = 9.9	K = 0.7
CCc1nc2ccccc2[nH]1
  A = 2.8%	B = 1.8%	C = -0.2%	D = 3.8%	E = -0.2	F = -3.7	G = 7.4%	H = -1.5%	I = -15.5	J = -0.4	K = 20.0
CCOC(=O)Nc1ccc2c(CN3CCN(S(=O)(=O)c4ccc(C(C)C)cc4)CC3)cc(=O)oc2c1
  A = .	B = .	C = -0.5%	D = 1.6%	E = 3.5	F = -11.3	G = .	H = .	I = 1.1	J = .	K = 3.7
CC(C)=N/N=C(\c1cccc([N+](=O)[O-])c1)C12CN3CN(CN(C3)C1)C2
  A = -0.9%	B = 2.5%	C = -0.7%	D = 1.9%	E = 0.9	F = 5.3	G = -0.2%	H = 3.0%	I = 2.5	J = 0.0	K = 10.7
